M4 ag – agonists of human muscarinic M4 receptor (CHRM4). P08173. actives 0.14% (n = 360,000). CHO-K1 hM4/Gqi5, Fluo-8 calcium fluorescence; vehicle 0%, full acetylcholine response 100%. activation, % at 3 µM. AID 624127;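 active = activation above the run mean over all test wells plus 3 SD, cut at about 32% in these data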;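 note: peak over basal fluorescence ratio per well then scaled between controls; 0% = DMSO wells and 100% = acetylcholine at EC100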
CHRM1 agonist – human M1 muscarinic receptor agonism. actives 0.33% (n = 360,000). P11229. activation, % at 3 µM. CHO-K1 hM1, Fluo-8 calcium fluorescence, agonist mode; 0% DMSO, 100% acetylcholine EC100;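 active = activation above the run's mean compound activation plus 3 SD, cut at about 16% in these data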;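 note: peak over basal fluorescence ratio within a 140 s kinetic read after compound addition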
Target sequence (P11229 whole entry, looked up): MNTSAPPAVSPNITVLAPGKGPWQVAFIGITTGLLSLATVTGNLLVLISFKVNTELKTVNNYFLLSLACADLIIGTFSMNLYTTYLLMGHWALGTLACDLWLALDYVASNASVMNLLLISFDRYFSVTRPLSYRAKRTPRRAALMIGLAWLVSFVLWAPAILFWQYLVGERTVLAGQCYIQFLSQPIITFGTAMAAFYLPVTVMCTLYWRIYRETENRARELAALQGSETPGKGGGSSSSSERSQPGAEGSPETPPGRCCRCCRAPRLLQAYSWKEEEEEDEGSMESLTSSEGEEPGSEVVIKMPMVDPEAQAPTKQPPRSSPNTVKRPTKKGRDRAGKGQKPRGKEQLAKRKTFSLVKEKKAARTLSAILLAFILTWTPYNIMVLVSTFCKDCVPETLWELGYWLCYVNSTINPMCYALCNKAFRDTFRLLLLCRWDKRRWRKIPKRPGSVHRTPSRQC
M1 ag parental – M1 agonist counterscreen hit in parental CHO-K1 cells; Fluo-8 calcium fluorescence; scaled to maximal ATP response, vehicle zero; activation, % at 3 µM; actives 0.48% (n = 360,000); AID 602248; in the data active = activation above about 15%;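 note: untransfected CHO-K1 host cells lacking M1 receptor as counterscreen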
CHRM4 antagonist – blocks acetylcholine activation of human M4 receptor. actives 0.73% (n = 360,000). inhibition, % at 3 µM. CHO-hM4 cells, ACh EC80, Fluo-8 calcium fluorescence;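 active = inhibition above its plate's cutoff, the mean inhibition of sample wells plus 3 SD, cut at about 27% in these data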;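 note: 0% = acetylcholine EC80 with DMSO and 100% = DMSO without agonist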
CHO-K1 Ca antag – counter-screen for M1 antagonists: effect in parental CHO-K1 cells. inhibition, % at 3 µM. AID 602250. actives 0.6% (n = 360,000). ATP-induced calcium, Fluo-8 fluorescence;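 active = inhibition above a per-plate cutoff, the plate's mean sample inhibition plus 3 SD, cut at about 24% in these data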;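 note: 0% = DMSO plus EC80 ATP and 100% = DMSO alone without ATP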
OXTR potentiate – potentiates the human oxytocin receptor response; P30559; CHO-OTR cells, Fluo-8 calcium fluorescence, potentiator mode; 0% = oxytocin EC15, 100% = EC100; activation, % at 3 µM; actives 0.061% (n = 320,000); AID 2445;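 active = activation above that plate's cutoff, the mean activation of tested compounds plus 3 SD, cut at about 6.6% in these data, passing the limit was not always enough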;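 note: 100% uses oxytocin at 75 nM as the full agonist control; some results filed as inactive read as strong as hits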
Target sequence (P30559 whole entry, looked up): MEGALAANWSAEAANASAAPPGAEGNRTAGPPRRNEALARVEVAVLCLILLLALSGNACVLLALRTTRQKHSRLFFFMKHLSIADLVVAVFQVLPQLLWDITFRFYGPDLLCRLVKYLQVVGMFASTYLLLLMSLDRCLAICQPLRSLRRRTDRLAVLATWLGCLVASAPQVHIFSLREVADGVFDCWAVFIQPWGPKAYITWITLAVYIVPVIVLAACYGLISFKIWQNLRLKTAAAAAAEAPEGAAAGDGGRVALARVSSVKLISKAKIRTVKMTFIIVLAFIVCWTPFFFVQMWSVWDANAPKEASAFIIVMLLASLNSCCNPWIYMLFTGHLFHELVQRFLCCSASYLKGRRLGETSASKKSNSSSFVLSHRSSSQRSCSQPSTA
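System: human OTR in CHO cells; Also added: sub-maximal oxytocin, roughly EC15; Timing: compound 6 min at room temperature before oxytocin, 100 s read; Technique: Fluo-8 intracellular calcium fluorescence, ex 470-495, em 515-575 nm; Controls: oxytocin EC15 low and EC100 high; Replication: singlicate.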
CHRM1 antagonist – antagonists of human M1 muscarinic receptor; P11229; AID 588852; CHO-K1 hM1, Fluo-8 calcium fluorescence, ACh EC80 antagonist; inhibition, % at 3 µM; actives 1.3% (n = 360,000);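 active = percent inhibition above its own plate's cutoff, namely the mean of that plate's compound wells plus 3 SD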;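 note: peak over basal fluorescence ratio during 140 s after agonist addition; 0% = ACh EC80 plus DMSO and 100% = DMSO alone without agonist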
M1 PAM – human CHRM1 positive allosteric modulation; P11229; CHO-K1 hM1, Fluo-8 calcium fluorescence, ACh EC20; 0% = ACh EC20, 100% = maximal ACh; activation, % at 3 µM; actives 0.088% (n = 360,000); AID 588819; in the data active = activation above about 19%, passing the limit was not always enough
CHO parental Ca – counter-screen: ATP calcium response change in parental CHO cells; parental CHO-K1, ATP-induced calcium, Fluo-8 fluorescence; AID 463079; actives 0.63% (n = 330,000); inhibition, % at 5.6 µM;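 active = inhibition above that plate's mean sample inhibition plus 3 SD, cut at about 26% in these data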;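 note: 0% = ATP-challenged DMSO wells and 100% = DMSO wells without ATP; some compounds past the cut are filed as inactive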
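material = parental CHO cells | also added = ATP as calcium-mobilizing challenge | dosing = single point at 5.6 µM | detection = intracellular calcium via Fluo-8 no-wash fluorescent dye | read-out = % inhibition | benchmarks = low control ATP plus DMSO, high control DMSO only | repeats = one well per compound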
Numbers without * were called inactive; nt = no result given; & = joins results of further samples.

SMILES | M4 ag | CHRM1 agonist | M1 ag parental | CHRM4 antagonist | CHO-K1 Ca antag | OXTR potentiate | CHRM1 antagonist | M1 PAM | CHO parental Ca
C=CCNc1nc2ccccc2nc1NS(=O)(=O)c1cccs1 | 1 | -3 | 0.7 | 11 | 13 | -8 | -2 | 2 | -9
O=S(=O)(c1cccc(S(=O)(=O)N2CCC(Cc3ccccc3)CC2)c1)N1CCOCC1 | 2 | -4 | 0.9 | 0 | -9 | -17 | -7 | -2 | -11
CCN(CC)S(=O)(=O)c1ccc(N2CCOCC2)c(NC(=O)c2ccc(=O)n(C)n2)c1 | 2 | 6 | 0.0 | 9 | 4 | 0 | -3 | 19 | -10
O=C(C1CCCCC1)N1CCN(c2ncccn2)CC1 | 1 | 0 | 0.9 | 9 | -2 | -14 | -11 | 10 | -19
COc1ccc(C(=O)COc2ccccc2C(N)=O)cc1 | 5 | 1 | 3.3 | -4 | -13 | -15 | -16 | 18 | -17
CC1C(=O)OC2C1CCC1(C)C3(C)C(=O)C=CC213 (stereo not drawn) | 2 | -6 | 0.4 | 4 | 8 | nt | 4 | -5 | nt
CCOC(=O)c1cc2c(C)n(-c3ccc(OCC)cc3)c(C)c2ccc1=O | -1 | -3 | -0.1 | 0 | 21 | -5 | 10 | 2 | -13
COc1cc(CC(=O)N2CCN(S(=O)(=O)c3ccc(C(C)C)cc3)CC2)cc(OC)c1OC | 4 | -5 | 0.8 | 5 | 1 | nt | 0 | -1 | nt
Cc1ccc(NC(=O)CSc2ccc(C(N)=O)cc2[N+](=O)[O-])cc1 | 1 | -8 | -0.1 | 3 | 10 | -1 | -11 | 12 | -3
O=C(Nc1ncccn1)c1cccc(F)c1 | 0 | -2 | 1.0 | 8 | -5 | -6 | 7 | -1 | -5
COc1ccc(CN2C(=O)CS/C2=N/N=C/c2ccccc2)cc1 | 5 | 3 | 4.5 | -1 | -9 | -17 | 7 | 2 | 16
O=C(O)CCC(=O)CCC(=O)c1ccc(Cl)cc1 | 2 | -6 | -0.1 | 5 | -9 | -1 | -2 | 3 | -3
CCOc1ccccc1C(=O)Nc1cc(C(=O)NCCc2ccccc2)ccc1Cl | -1 | 6 | -0.6 | -3 | 8 | 0 | 2 | 12 | -10
Cc1cccc(NS(=O)(=O)c2nnc(NC(=O)C3CCCCC3)s2)c1 | 2 | -3 | 0.8 | -5 | -11 | -6 | -6 | 2 | -16
COCCN=C1Sc2nc3cc4c(cc3cc2CN1CC1CCCO1)OCO4 (stereo not drawn) | 0 | -3 | 0.3 | -2 | -8 | -6 | 3 | -1 | -8
CC1(c2ccccc2)O[C@@H]2C[C@H]3[C@@H]4CCC5=CC(=O)C=C[C@]5(C)[C@@]4(F)[C@@H](O)C[C@]3(C)[C@]2(C(=O)CO)O1 (stereo partly drawn) | 4 | 0 | 2.6 | 2 | -6 | -10 | -7 | 6 | -10
Cc1cc(C)n(-c2nnc(NC(C)(C)C)nn2)n1 | 1 | -5 | 0.3 | 1 | 15 | 0 | 5 | -1 | -2
COc1cc(C2NC(=O)NC(C)=C2C(=O)NCc2ccccc2)c(Cl)cc1O (stereo not drawn) | 2 | -1 | 1.0 | 0 | -12 | -3 | 4 | -1 | 3
C=CCNC(=O)N1c2ccccc2Sc2ccccc21 | 0 | -8 | 0.2 | 3 | -12 | -3 | -11 | 4 | -4
CCC(C)C(NC(=O)c1ccccc1NC(=O)c1ccc(OC)cc1)C(=O)NCCCn1ccnc1 (stereo not drawn) | 0 | -8 | 0.8 | -4 | -14 | 0 | -9 | 6 | -14
CCOC(=O)c1[nH]c(C)c(CCC(=O)O)c1C | 2&1 | -1&-3 | 0.3&0.1 | 0&10 | -8&6 | -2&3 | 6&4 | -4&-1 | -5&-2
CC(OC(=O)c1cnccn1)C(=O)Nc1nc(-c2cccc([N+](=O)[O-])c2)cs1 (stereo not drawn) | 17 | -2 | 6.8 | -13 | 1 | -11 | 9 | -2 | -14
C=CCN1C(=O)CSc2ccc(C(=O)NC(C)c3ccccc3)cc21 (stereo not drawn) | 5 | -3 | 3.2 | -2 | -9 | -2 | -7 | 3 | -15
CN(NS(=O)(=O)c1cccs1)c1ncc(C(F)(F)F)cc1Cl | -1 | -7 | 4.8 | -10 | 6 | -4 | -1 | 4 | -9
COCC1CCN(C(=O)C2CCC(=O)N(Cc3cccc(F)c3)C2)CC1 (stereo not drawn) | 0 | -2 | 1.0 | -2 | -16 | -2 | -15 | 14 | -8
O=C(C1CC1)N1CCc2cc(S(=O)(=O)N3CCCc4ccccc43)ccc21 | 1 | -5 | 0.2 | -6 | -6 | -11 | -18 | -3 | 5
O=C1C(Cc2ccccc2)Nc2ncnc(N3CCOCC3)c2N1Cc1ccccc1 (stereo not drawn) | 1&1 | -5&-5 | 3.8&-0.3 | -4&-22 | 5&10 | 6 | 3&-1 | 0&2 | -9
CCOC(=O)C1CCCN(CCCc2ccccc2)C1 (stereo not drawn) | 0&1 | -10&-11 | 0.1&0.4 | -6&13 | -11&-23 | 0&-9 | 8&20 | -7&-14 | -7&-12
COc1ccc2c3c(c(=O)oc2c1OCC(=O)O)CCCC3 | 0 | -4 | 0.4 | -4 | -8 | -6 | -10 | 6 | 4
CCN(CC(=O)Nc1c(F)cccc1F)C(=O)Cn1c(=O)cnc2ccccc21 | 0 | -4 | 0.2 | 7 | -8 | -2 | -8 | 11 | -15

Whole records as entered above.
CCC(C)C(NC(=O)c1ccccc1NC(=O)c1ccc(OC)cc1)C(=O)NCCCn1ccnc1 (stereo not drawn) is listed as M4 ag = 0; CHRM1 agonist = -8; M1 ag parental = 0.8; CHRM4 antagonist = -4; CHO-K1 Ca antag = -14; OXTR potentiate = 0; CHRM1 antagonist = -9; M1 PAM = 6; CHO parental Ca = -14
O=C1C(Cc2ccccc2)Nc2ncnc(N3CCOCC3)c2N1Cc1ccccc1 (stereo not drawn) is listed as M4 ag = 1&1; CHRM1 agonist = -5&-5; M1 ag parental = 3.8&-0.3; CHRM4 antagonist = -4&-22; CHO-K1 Ca antag = 5&10; OXTR potentiate = 6; CHRM1 antagonist = 3&-1; M1 PAM = 0&2; CHO parental Ca = -9

(further entries)
SMILES | M4 ag | CHRM1 agonist | M1 ag parental | CHRM4 antagonist | CHO-K1 Ca antag | OXTR potentiate | CHRM1 antagonist | M1 PAM | CHO parental Ca
COc1cc(-c2c(-c3ccsc3)sc3ccccc23)cc(OC)c1OC | -1 | 13 | -0.2 | 14 | -4 | -4 | 2 | 16 | -33
O=C(c1ccc(F)c(F)c1)N1CCC2(CC1)NCCc1[nH]cnc12 | 0 | -5 | 0.2 | -11 | -9 | 0 | -8 | 4 | 1
C=CC[n+]1cccc(-c2cc3ccc(C)cc3[nH]2)c1 | 1 | -11 | 0.4 | -1 | -6 | nt | 0 | 3 | nt
COc1ccc(NC(=O)c2cc3c(CO)cnc(C)c3oc2=Nc2cccc(C)c2)c(OC)c1 | 1 | 4 | -0.6 | 0 | -4 | nt | 4 | 19 | nt
COc1ccc(/C=C/C(=O)N2CCC(C(N)=O)CC2)cc1S(=O)(=O)N1CCOCC1 | 2 | -6 | 0.9 | -8 | -14 | 3 | -13 | 8 | 0
Cc1cccc(NC(=O)CNC(=O)c2sc3ccccc3c2Cl)n1 | 1 | 0 | 0.6 | -20 | -4 | -6 | -8 | 14 | -4
OC(c1ccccc1)c1ncc(-c2cccc(F)c2)[nH]1 (stereo not drawn) | 1 | -1 | 0.2 | 3 | -5 | nt | -6 | 5 | nt
CC1=CS/C(=C(/C#N)C(=O)N2CCCCC2)N1c1ccccc1 | 0 | -2 | 0.2 | 4 | 7 | -12 | -9 | 10 | -5
COc1ccc(-n2nc(C(=O)NCC(=O)Nc3ccc(F)cc3)c3ccccc3c2=O)cc1 | 3 | -3 | 1.7 | -12 | -16 | -8 | -1 | 7 | -12
O=C(O)c1cccc2c1C(=O)N(c1ccccc1)C2 | 1 | -2 | -0.2 | -3 | -15 | -13 | -5 | 1 | -5
CCOc1ccc(N(CC(=O)NC2CCCC2)C(=O)Cn2nnc(-c3ccc(C)o3)n2)cc1 | 0 | -4 | 0.0 | 7 | -16 | nt | 14 | -1 | nt
Cc1cc(C)c2cc(C(O)c3nnnn3Cc3ccccc3)c(=O)[nH]c2c1 (stereo not drawn) | 7 | -4 | 1.9 | -5 | -18 | -1 | -4 | 2 | -21
O=C(C1CCN(Cc2cc(Cl)ccc2O)CC1)N1CCN(Cc2ccccc2)CC1 | 6 | -5 | 0.5 | 0 | 24 | -3 | 3 | 0 | -15
Cc1ccc(Cn2ccc(=O)c(Cc3c(Cl)cccc3Cl)c2C)cc1 | 1 | -2 | 0.3 | -3 | -1 | -2 | -3 | 7 | -20
CCOC(=O)C1=C(COC(=O)CSc2ccc(C)cc2C)NC(=O)NC1C (stereo not drawn) | 4 | -3 | 0.9 | 1 | -9 | nt | -2 | 5 | nt
COCCNC(=O)C1CC(c2cccc([N+](=O)[O-])c2)=NO1 (stereo not drawn) | 0 | -1 | 0.3 | 1 | -7 | 0 | -3 | 8 | -2
COc1ccc(NC(=O)C2CSC3c4ccccc4C(=O)N23)cc1 (stereo not drawn) | 0 | -3 | 1.2 | 0 | -12 | 4 | -9 | 9 | -10
COc1ccc(CN2CCN(CCC(C)C)C(CCO)C2)cc1Cn1cccn1 (stereo not drawn) | 0 | -10 | 0.3 | 3 | 5 | -6 | 4 | -2 | -14
CCCOC(=O)NC(CC)COC(=O)Nc1cc(C)ccc1C (stereo not drawn) | 0 | -5 | 0.1 | 2 | -18 | -11 | -5 | 4 | -19
COC(=O)CNc1ccc2c(c1)OCO2 | 1 | -3 | 0.7 | -4 | -14 | -10 | -11 | 9 | 2
N#Cc1ccccc1CN1C(=O)NC2(CCCCCC2)C1=O | -1 | -4 | 0.6 | 7 | -4 | -9 | -8 | 8 | -7
Cn1nccc1C(=O)Nc1ccn(C23CC4CC(CC(C4)C2)C3)n1 | 7 | -2 | 7.4 | -6 | -6 | -11 | -9 | 4 | -14
O=C1C2CC=CCC2C(=O)N1CC1CCCO1 (stereo not drawn) | -1 | -1 | 0.2 | 9 | -8 | 4 | -10 | 9 | -9
CCn1c(=O)c([N+](=O)[O-])c(NCC(O)c2ccccc2)c2ccccc21 (stereo not drawn) | 5 | -5 | 3.2 | 6 | 1 | -6 | 14 | -7 | -11
Cc1ccccc1OCc1nnc(SCC(=O)O)n1-c1cccc(Cl)c1 | 0 | 0 | 0.1 | -4 | -16 | 7 | -15 | 15 | -8
OCc1c[nH]c2ccccc12 | 1 | 1 | 2.1 | 4 | 6 | -4 | -15 | 2 | -2
CCOc1ccccc1Oc1cn[nH]c1-c1ccc(O)cc1O | 10 | 1 | 6.6 | -12 | -7 | -14 | 17 | 1 | -5
O=C(c1ccc(NC2=NC3CS(=O)(=O)CC3S2)cc1)N1CCN(Cc2ccccc2)CC1 (stereo not drawn) | 0 | 10 | 0.0 | -20 | 22 | -3 | -6 | 17 | 5
N#Cc1ccccc1OCC(=O)OCC(=O)c1ccc[nH]1 | -1 | -1 | -0.4 | -6 | 9 | -2 | -14 | 11 | -2

Source: PubChem (The Scripps Research Institute Molecular Screening Center)
